Cdc25B block – human M-phase inducer phosphatase 2 inhibition | P30305 | inhibition, %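 (compounds tested at 10 µM final in the well)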 | actives 0.1% (n = 65,000) | recombinant Cdc25B, OMFP fluorescence Ex485/Em525; in the data active = inhibition above about 50%
Target sequence (P30305 whole entry, looked up): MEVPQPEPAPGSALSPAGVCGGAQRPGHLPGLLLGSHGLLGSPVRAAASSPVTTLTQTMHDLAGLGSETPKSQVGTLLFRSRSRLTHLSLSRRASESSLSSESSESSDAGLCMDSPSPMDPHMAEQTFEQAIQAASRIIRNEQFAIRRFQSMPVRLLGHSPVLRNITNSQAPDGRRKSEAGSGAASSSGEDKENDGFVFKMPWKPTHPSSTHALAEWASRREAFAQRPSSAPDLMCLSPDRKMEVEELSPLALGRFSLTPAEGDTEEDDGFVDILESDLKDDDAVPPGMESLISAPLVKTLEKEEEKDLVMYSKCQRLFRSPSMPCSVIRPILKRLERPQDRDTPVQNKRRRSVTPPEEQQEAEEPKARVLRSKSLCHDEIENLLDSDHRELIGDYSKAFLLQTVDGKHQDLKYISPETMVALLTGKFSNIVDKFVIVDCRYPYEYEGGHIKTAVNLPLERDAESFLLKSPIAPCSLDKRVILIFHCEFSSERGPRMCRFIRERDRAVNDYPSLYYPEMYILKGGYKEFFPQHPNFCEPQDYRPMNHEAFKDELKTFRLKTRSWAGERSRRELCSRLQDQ
CatB block – human cathepsin B inhibition; P07858; purified cathepsin B, fluorogenic substrate, fluorescence; inhibition, %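 (tested at 10 µM)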; actives 0.1% (n = 63,000); AID 453; in the data active = inhibition above about 21%;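 also: 0% = enzyme with no compound and 100% = no enzyme blank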
E coli RNAP – inhibitors of Escherichia coli RNA polymerase; P0A8V2; E. coli RNA polymerase, fluorescence transcription assay; inhibition, %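 (tested at 10 µM)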; actives 0.2% (n = 62,000); in the data active = inhibition above about 20%;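 also: 0% = enzyme without compound and 100% = no enzyme blank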
D1 mod – allosteric modulators of human D1 dopamine receptor. HEK293 D1, CRE-luciferase, dopamine EC30 potentiation; actives deviate in either direction. B-score at 10 µM. actives 5.9% (n = 58,000);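 active = luminescence count or its row- and column-corrected plate score outside the 99.7% band of the plate's sample wells, on either side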
Target sequence (P21728 whole entry, looked up): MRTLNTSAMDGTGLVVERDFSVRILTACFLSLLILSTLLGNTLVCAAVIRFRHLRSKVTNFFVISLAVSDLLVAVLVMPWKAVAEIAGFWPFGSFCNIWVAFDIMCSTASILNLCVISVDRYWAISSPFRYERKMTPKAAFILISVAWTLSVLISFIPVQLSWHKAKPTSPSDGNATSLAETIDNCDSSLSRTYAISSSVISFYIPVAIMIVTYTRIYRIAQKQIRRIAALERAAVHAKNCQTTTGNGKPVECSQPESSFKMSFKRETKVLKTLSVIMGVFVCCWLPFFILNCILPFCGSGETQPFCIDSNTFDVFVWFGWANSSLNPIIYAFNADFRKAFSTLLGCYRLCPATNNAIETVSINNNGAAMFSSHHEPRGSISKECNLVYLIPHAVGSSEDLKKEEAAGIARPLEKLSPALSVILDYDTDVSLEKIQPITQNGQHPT
Hsp90 block – displaces geldanamycin probe from tumor Hsp90 | inhibition, % at 30 µM | AID 429 | NCI-N417 lysate Hsp90, Cy3B-geldanamycin FP displacement | P07900 | actives 0.35% (n = 64,000);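 active = inhibition above 50%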;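 also: 0% = tracer plus lysate wells and 100% = tracer alone without lysate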
AP complement – alternative pathway complement inhibition, orthogonal assay; Human serum alternative complement pathway, LPS-coated ELISA, C3 deposition; tested in compound mixtures; inhibition, % at 5 µM; actives 0.08% (n = 62,000); AID 1235;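 active = inhibition above 30% in each of the two pooled mixtures holding the compound, so the lower value exceeds 30%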;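 also: 0% = serum in Mg-EGTA without compound and 100% = EDTA serum blank; some compounds past the cut are filed as inactive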
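Test system: human serum alternative complement pathway, C3 deposition on LPS-coated wells; also added: Plate-bound LPS; doses: 5 µM per compound in ten-compound mixtures; schedule: 1 h at 37 °C; detection: Anti-C3 ELISA, OD 450 nm; evaluation: percent inhibition of C3 deposition onto LPS; repeats: two pool placements per compound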
tolC growth inh – blocks growth of E. coli BW25113 tolC mutant | actives 2.2% (n = 65,000) | growth inhibition, % at 10 µM (by protocol) | OD615;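 active = growth inhibition at or above a cutoff equal to the mean over every tested compound plus 3 SD, cut at about 60% in these data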;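 also: growth measured after 20 h incubation at 37 °C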
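Test system: E. coli BW25113 ΔtolC::kan bacteria; incubation: 37 °C, 20 h exposure; medium: LB broth supplemented with 50 µg/mL kanamycin; read-out basis: percent growth inhibition; signal: A615 absorbance measurement; compound: 10 µM final, single dose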
CatB mixtures – human cathepsin B inhibition by mixtures. Purified cathepsin B, AMC dipeptide fluorescence, compound mixtures. inhibition, %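 (ten-compound pools at 5 µM per compound and 50 µM total)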. actives 0.06% (n = 62,000). AID 488; in the data active = inhibition above about 22%, passing the limit was not always enough;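 also: 0% = enzyme without compound and 100% = no enzyme blank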
DUSP1 inh – inhibitors of human MKP-1 phosphatase; P28562; recombinant MKP-1, OMFP hydrolysis fluorescence; inhibition, %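 (compounds tested at a single concentration somewhere between 10 and 100 µM)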; actives 0.15% (n = 65,000); AID 374;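 active = inhibition above about 50%, limit read from the data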;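 also: 0% = DMSO max control wells and 100% = wells with enzyme stopped by NaOH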
* hit, by the source's call; · = not tested or not shown. This is a random part of the collection (roughly 7.6% active in at least one column).

SMILES	Cdc25B block	CatB block	E coli RNAP	D1 mod	Hsp90 block	AP complement	tolC growth inh	CatB mixtures	DUSP1 inh
O=C(CSc1cn(Cc2ccccc2)c2ccccc12)Nc1nccs1	2	-2	2	-1.5	9	13	1	2	3
COc1ccc(CSC2=NCCN2)cc1Cl	-10	-1	0	·	-1	-6	-5	1	-7
COc1ccc(C)cc1NC(=O)C1CCCN(S(=O)(=O)c2c(C)noc2/C=C/N(C)C)C1 (stereo not drawn)	5	-5	6	1.1	1	12	-14	3	11
COc1ccc(Cl)c(NC(=O)Nc2c(C)n(-c3ccccc3)c(=O)n2C)c1	4	3	6	-0.23	-2	5	10	5	8
CN(C)CCNc1nc2c(c(=O)[nH]c(=O)n2C)n1CC(O)COc1ccc(Cl)cc1 (stereo not drawn)	1	7	7	-0.058	-2	-2	-21	-1	4
COC(=O)c1c(-c2ccco2)csc1NC(=O)C1CC=CCC1C(=O)O (stereo not drawn)	-2	1	1	-0.62	-10	20	6	0	24
CCOC(=O)C1CCN(S(=O)(=O)c2ccc(C(=O)OC)cc2)CC1	-5	0	5	-0.92	2	6	-3	0	6
Cc1nn(C)c(C)c1S(=O)(=O)N1CCCC(C(=O)NCC2COc3ccccc3O2)C1 (stereo not drawn)	-1	4	-2	-0.047	-3	12	0	1	4
COc1ccc(-c2csc(N(CC3CCCO3)C(=O)c3cccs3)n2)cc1 (stereo not drawn)	-4	·	·	-0.042	-4	·	32	·	-30
O=C(NC1CCCCCC1)C1CCN(C(=O)Cc2ccccc2)CC1	-3	2	3	0	-3	8	-6	-1	6
CC(C)Oc1c(Cl)cc(CNC(C)(C)CO)cc1Cl	-4	8	4	-0.98	1	-1	11	0	-4
CCOC(=O)c1cc(NC(=O)N2CCCc3ccccc32)c(C)nc1C	-6	-4	3	0.25	-1	5	-1	6	-2
CCC1(C)Cc2c(C#N)c(N)n(N)c(=S)c2CO1 (stereo not drawn)	-9	4	9	1	-11	-5	-2	-8	3
C=CCNC(=O)CCCCCNS(=O)(=O)c1ccc(OC)cc1	-4	2	5	-0.94	-4	35	-9	4	31
CCc1cccc(NC(=O)c2ccc(NS(=O)(=O)c3c(C)noc3C)cc2)c1	13	0	-6	0.79	2	-7	77*	-4	0
Cc1cc(C)n(C(=O)CN2C(=O)CCC2=O)n1	-4	-1	5	·	-4	·	8	·	-8
N#CCSc1nnc2sc3ccccc3n12	-3	5	1	·	-1	28	-8	2	3
COc1ccc2c(c1)c(C(=O)OCCN(C)C)c(C)n2C	6	2	·	0.1	-14	6	6	-7	2
COc1cc(OC)cc(C(=O)Nn2c(C)nc3ccccc3c2=O)c1	-11	2	1	-0.51	-4	-5	4	1	30
CCOC(=O)C1C(=O)NC(N2CCCCC2)=NC1c1ccco1 (stereo not drawn)	-15	-3	-2	-0.063	-3	6	-12	-1	15
Cc1cccnc1NCC(O)COc1ccccc1 (stereo not drawn)	-7	-1	5	-0.62	-7	16	-2	5	9
O=C(OCC(=O)N1c2ccccc2Sc2ccccc21)C1CC(=O)N(Cc2ccco2)C1 (stereo not drawn)	-4	6	8	-0.77	0	4	3	3	17
CC(C)COC(=O)NCCOC(=O)Nc1cccc(Cl)c1	0	4	10	-0.96	0	-1	89*	5	0
COc1ccc(-c2nc3nc(C)cc(C)n3n2)cc1	1	2	0	-1.5	-8	27	4	0	-10
N#CC1=C(Nc2ccc(Br)cc2)CCC1	-2	-2	7	0.38	-2	-6	-2	-4	3
CCN(CC)C(=O)C1CC(c2ccc(OC)cc2)=NO1 (stereo not drawn)	5	1	5	-1.2	-2	14	-10	20	0
Cc1nc2c(C(=O)NCc3ccccc3)c[nH]n2c(=O)c1Cl	-4	-1	7	-0.9	2	2	32	6	41
COCC(=O)NC(c1ccccc1)c1ccccc1	-18	1	10	0.54	-5	0	11	6	-5
CC(=O)c1c(C)[nH]c(C(=O)N2c3ccccc3CC2C)c1C (stereo not drawn)	-7	0	4	0.031	-1	11	9	4	-8
CCOc1ccc(NS(=O)(=O)c2ccc3[nH]cc(C(=O)NCC4CCCO4)c(=O)c3c2)cc1 (stereo not drawn)	14	1	-2	-0.53	0	7	-1	2	10
CC(C(=O)N1CCCCC1)N1C(=O)c2ccccc2C1=O (stereo not drawn)	4	0	7	·	-3	10	-1	3	-16
COc1ccc(C2(O)CCN(Cc3nnnn3Cc3ccc(C)cc3)CC2)cc1	-15	5	10	0.5	-3	10	12	4	5
CCSc1nc(N)c(C#N)c(-c2ccccc2Cl)c1C#N	-19	0	7	0.97	-2	-6	14	-3	-17
COc1ccc(NC(=O)CCNS(=O)(=O)c2ccc3c(c2)c(=O)n(C)c(=O)n3C)cc1	-5	4	7	0.86	2	-1	-12	2	2
c1cc2c3c(cccc3c1)C(N1CCCCC1)=N2	-5	2	3	-1.8	0	-1	-12	0	-1
CC1Cc2ccccc2N1C(=O)c1cnsn1 (stereo not drawn)	-8	3	7	-0.045	-15	-6	-6	2	-4
CC(C)C[C@H](NC(=O)NC(C)C)C(=O)O	-1	2	2	-0.18	0	6	-29	-2	-11
CC1(C)CC(C)(O)P(=O)(c2ccccc2)O1 (stereo not drawn)	-10	12	2	0.022	-2	-14	-16	6	9
O=C(CN1CCC(n2nnc3cc(C(F)(F)F)ccc32)CC1)NCc1cccs1	-4	4	9	-0.82	-4	-7	-1	2	28
COc1ccc(CCNC(=O)C2CCN(S(=O)(=O)c3cc(OC)ccc3OC)CC2)cc1	-2	2	9	·	1	5	-9	9	-1
Cc1cc2nc(-c3cccnc3SCC(=O)NCc3ccco3)[nH]c2cc1C	29	-2	0	-3.9*	-9	-16	-11	-1	29
CCOc1ccc(Nc2cc(C)nc3nc(C)nn23)cc1	-11	-2	5	·	4	12	-6	1	0
COc1cccc(-c2cc3nc4c(c(N5CCC6(CC5)OCCO6)n3n2)CCCC4)c1	-16	5	3	4.3	-4	5	16	25	9
CCC(C(=O)OC)n1cnc2c(cnn2-c2ccc(Cl)cc2)c1=O (stereo not drawn)	7	4	4	·	0	5	1	0	5
CC(=O)Nc1ccc(S(=O)(=O)c2ccc(N)cc2)cc1	-9	-7	1	0.22	0	11	-6	2	3
O=C(CSc1nnnn1C1CCCCC1)Nc1cccc(NC(=O)c2ccco2)c1	-9	0	3	·	-1	-1	73*	-4	-4
COc1cc(OC)c(OC)cc1CN(C)CCc1ccccn1	2	2	16	-0.27	-4	7	-12	4	-7
COc1cccc(C(=O)COC(=O)C(C)N2C(=O)c3ccccc3C2=O)c1 (stereo not drawn)	-12	5	3	-0.29	-1	-10	6	4	1
COc1ccc(N2CCN(c3nc4c(c(=O)n(C)c(=O)n4C)n3CCCc3ccccc3)CC2)cc1	0	-2	10	-0.34	1	-4	2	0	-3
Cc1noc(C)c1COC(=O)CN(C)S(=O)(=O)c1ccc(Cl)cc1	3	-6	8	0.28	1	5	6	5	-6
CC1(C)Cc2c(sc3nc(SCC#N)n(C4CCCCC4)c(=O)c23)CO1	-19	-1	8	26*	-2	·	7	·	-19
O=C1CC(N2CCN(Cc3ccccc3)CC2)C(=O)N1CCc1ccccc1 (stereo not drawn)	-5	-3	9	-0.36	-3	16	-8	4	-3
CC(C)(C)NC(=O)Cn1nnc(-c2cccs2)n1	-3	-4	4	-0.31	-9	7	-14	7	-5
O=C(O)CCCCCCC1C(=O)NC(=O)N1CCC(O)C1CCCCC1 (stereo not drawn)	-7	4	9	3.1	2	11	1	6	-14
Cn1c(SCc2c(Cl)cccc2Cl)nnc1-c1cccs1	0	1	1	2.6	-2	13	7	3	-2
CNS(=O)(=O)c1ccc(Oc2ccc(S(=O)(=O)NC)cc2)cc1	-6	3	7	-0.8	-7	20	-1	4	-1
CCCc1nc(SCC(=O)N2CCCc3ccccc32)c2c(=O)n(C)c(=O)n(C)c2n1	-6	4	10	·	-2	16	78*	2	6
COc1ccc2[nH]c(C)c(CCN3C(=O)C4CC=CCC4C3=O)c2c1 (stereo not drawn)	-3	3	6	-0.051	-7	17	11	3	-6
O=C(CCN1C(=O)c2ccccc2C1=O)N1CCN(Cc2ccccc2)CC1	-6	-1	4	0.057	·	23	-5	4	1
COc1ccccc1OCC(=O)c1[nH]c(C)c(C(C)=O)c1C	-3	7	3	-0.12	-9	-7	0	2	13

Three compounds from above, sorted by the number in D1 mod, lowest first:
| Compound | D1 mod |
| --- | --- |
| O=C1CC(N2CCN(Cc3ccccc3)CC2)C(=O)N1CCc1ccccc1 (stereo not drawn) | -0.36 |
| CC(C)(C)NC(=O)Cn1nnc(-c2cccs2)n1 | -0.31 |
| COc1cccc(-c2cc3nc4c(c(N5CCC6(CC5)OCCO6)n3n2)CCCC4)c1 | 4.3 |

Next structures
SMILES	Cdc25B block	CatB block	E coli RNAP	D1 mod	Hsp90 block	AP complement	tolC growth inh	CatB mixtures	DUSP1 inh
CCOc1ccccc1C(=O)N(C)Cc1cc2cc(OC)ccc2[nH]c1=O	4	-5	6	0.46	-2	4	-5	5	-7
Cc1cc(O)c(C(C)C)cc1NC(=O)Cn1nc(C)c2ccccc2c1=O	14	0	-2	0.63	3	20	22	-2	13
Cc1occc1-c1nnc(SCC(=O)NC(C)(C)C)n1C(C)c1ccccc1 (stereo not drawn)	-16	4	3	-0.67	3	5	23	-1	-23
COc1ccc(S(=O)(=O)CCC(=O)NCCc2ccc(S(N)(=O)=O)cc2)cc1	1	1	-1	-0.79	-1	4	-8	0	-5
Cn1c2c(c(=O)n(C)c1=O)C(c1cc3c(cc1Br)OCO3)CC(=O)N2 (stereo not drawn)	1	5	5	·	-1	32*	-4	7	-13
O=C(O)c1ccc2c(c1)C(=O)N(CCC1=CCCCC1)C2=O	3	2	1	-0.57	-2	6	-10	-2	0
Cc1cccc2cc(CN(CCN3CCOCC3)C(=O)NCc3ccccc3)c(=O)[nH]c12	-1	-1	7	-0.38	-3	-7	12	4	-30
Cc1cccc(C)c1Nc1nnc(SCC(=O)NCc2ccco2)s1	-11	3	7	-0.68	-1	13	7	6	30
O=C(COc1ccc(Cl)cc1)NCc1nnc(SCC(=O)Nc2ccc3c(c2)OCCO3)o1	-10	2	-9	0.72	-3	-2	-6	3	0
CC(=O)N1CN(C2CCS(=O)(=O)C2)Cc2c1sc1c2CCCC1 (stereo not drawn)	-9	5	4	·	-1	-1	-3	5	4
O=C(Nc1nc(=O)c2ccccc2s1)c1ccccc1	6	-2	2	·	-4	·	7	·	-12
Cc1cc(NC(=O)c2cnn3c(C(F)(F)F)cc(-c4ccccc4)nc23)no1	2	-1	6	1.3	-1	7	29	1	3
CNC(=O)CSc1nnc(-c2cccc(S(=O)(=O)N3CCOCC3)c2)n1-c1ccc(F)cc1	-8	2	9	-1.3	7	15	-2	2	6
COC(=O)c1cc2oc3ccccc3c2n1CC(=O)Nc1ccccc1OC	-7	1	4	-0.36	0	14	-5	2	18
c1csc(CNc2ncnc3nc[nH]c23)c1	-7	2	2	1.2	0	15	-4	0	2
O=C(c1ccc2nccnc2c1)N1CCN(Cc2ccc3c(c2)OCO3)CC1	-16	-6	·	-0.049	-3	13	-16	4	3

Single records, as listed above. Order of screens: Cdc25B block | CatB block | E coli RNAP | D1 mod | Hsp90 block | AP complement | tolC growth inh | CatB mixtures | DUSP1 inh
`O=C(c1ccc2nccnc2c1)N1CCN(Cc2ccc3c(c2)OCO3)CC1` is listed as -16 | -6 | · | -0.049 | -3 | 13 | -16 | 4 | 3
`COC(=O)c1cc2oc3ccccc3c2n1CC(=O)Nc1ccccc1OC` is listed as -7 | 1 | 4 | -0.36 | 0 | 14 | -5 | 2 | 18
`Cc1cc(NC(=O)c2cnn3c(C(F)(F)F)cc(-c4ccccc4)nc23)no1` is listed as 2 | -1 | 6 | 1.3 | -1 | 7 | 29 | 1 | 3
`Cc1cccc(C)c1Nc1nnc(SCC(=O)NCc2ccco2)s1` is listed as -11 | 3 | 7 | -0.68 | -1 | 13 | 7 | 6 | 30

Screening results as filed in PubChem.
